uPA surface inh = cell surface uPA generation inhibition | cell surface uPA generation assay, qHTS | AID 540303 | 0.31% of 330,000 active | Potency, µM (series often up to 38.3 µM), for inactives: at the top dose activity change, negative = inhibition, hits mostly inhibitors; active = well fitted inhibition curve with a large enough effect; inconclusive = small, poorly fitted or top-dose-only effect; inactive = no such curve, though single readings can be large or run the other way; tested in mouse RAW 264.7 cells; note: % is set by controls: 0 for no effect and ±100 for the full control effect; nearly all actives have a fitted effect of over 55% in size
VP16 counter = Gal4-VP16 reporter inhibition counter-screen. AID 2546. 3.5% of 310,000 active. Potency, µM (doses to about 53.6 µM), for the others: at the highest dose activity, negative = inhibition, actives largely listed as inhibitors. Drosophila S2 Gal4-VP16 UAS-luciferase, luminescence, 20 h;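 note: Gal4-VP16 expression switched on by copper sulfate through the metallothionein promoter; % is set by controls: 0 for no effect and ±100 for the full control effect; nearly all actives have a fitted effect of over 50% in size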
FLuc modulator = inhibits or activates purified firefly luciferase, miR-21 counter-screen; purified FLuc, Km substrates, luminescence inhibition; Potency, µM (top dose mostly 57.5 µM), for inactives: at the highest dose activity change, negative = inhibition, actives largely listed as inhibitors; 6.9% of 360,000 active; AID 588342;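 note: plate controls were vehicle for no effect and reference inhibitor for full effect; nearly all actives have a fitted effect of over 55% in size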
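Biochemical qHTS of compounds, final roughly 60 µM downward over six points, against 10 nM purified firefly luciferase using Km concentrations of substrates (10 uM D-luciferin, 10 uM ATP) in Tris acetate pH 7.5 buffer; luminescence output.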
RORg inh = inhibitors of mouse ROR gamma transcriptional activity; Potency, µM (highest dose often 53.6 µM), for inactives: at the top dose activity change, negative = inhibition, most hits filed as inhibitors; Drosophila S2 Gal4-RORgamma UAS-luciferase reporter, 20 h; 5.4% of 310,000 active; note: % is set by controls: 0 for no effect and ±100 for the full control effect; nearly all actives have a fitted effect of over 60% in size
Target sequence (P51450 whole entry, looked up, the tested form may be a part): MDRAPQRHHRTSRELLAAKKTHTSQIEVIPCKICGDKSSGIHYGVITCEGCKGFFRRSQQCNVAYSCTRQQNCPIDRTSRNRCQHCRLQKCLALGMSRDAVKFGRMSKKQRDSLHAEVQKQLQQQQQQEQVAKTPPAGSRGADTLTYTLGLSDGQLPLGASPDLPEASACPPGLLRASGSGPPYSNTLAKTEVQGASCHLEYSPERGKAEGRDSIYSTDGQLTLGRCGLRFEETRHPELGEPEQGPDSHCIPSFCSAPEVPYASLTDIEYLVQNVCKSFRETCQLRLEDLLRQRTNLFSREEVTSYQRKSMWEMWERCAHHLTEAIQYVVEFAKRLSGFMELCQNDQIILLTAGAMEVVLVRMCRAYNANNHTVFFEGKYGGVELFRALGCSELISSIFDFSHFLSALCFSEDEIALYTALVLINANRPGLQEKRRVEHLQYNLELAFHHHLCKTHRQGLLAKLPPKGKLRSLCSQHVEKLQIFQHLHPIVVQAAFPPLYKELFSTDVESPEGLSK
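Compounds are pin-transferred onto Drosophila Schneider cells expressing a copper-inducible Gal4–ROR gamma transactivation domain fusion. After 1 hr, copper sulfate is added to 700 uM final; luciferase is read 20 hr later.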
p53 reactivation = restores transcriptional activity of mutant p53. H1299 p53-A138V BP100-luciferase reporter, luminescence, 24 h. Potency, µM (titrated, usually from 92.2 µM), without a hit: at the highest dose activity change, positive = activation, actives largely listed as activators. 0.063% of 320,000 active. AID 504706; note: % of control where 0% means no effect; nearly all actives have a fitted effect of over 45% in size
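H1299 (p53-null), stable ts p53-A138V + BP100-Luc; 1000 cells/well, Opti-MEM/10% FBS; cpd 4 pt, 1:5; 24 h, 37 deg C, 5% CO2; detection reagent 10 min RT; luminescence.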
NPC1 promoter act = activators of NPC1 promoter; Huh7 NPC1 promoter luciferase reporter, 24 h; Potency, µM (top dose mostly 9.22 µM), without a hit: top-dose activation, actives largely listed as activators; 2.4% of 320,000 active; AID 485313;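 note: % of control where 0% means no effect; nearly all actives have a fitted effect of over 60% in size; reporter is driven by a mutant NPC1 promoter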
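Huh7 cells stably carrying NPC1 promoter–luciferase, plated in Opti-MEM with 10% FBS for 2 h, were exposed to compound in DMSO for 24 h at 37 °C; luciferase reagent was added for 10 min and luminescence read.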
ELG1 genotox = inducers of genotoxicity in HEK293T ELG1-luciferase cells. Potency, µM (doses to about 46 µM), for the others: at the top dose activity change, positive = activation, most hits filed as activators. AID 504466. 1.3% of 330,000 active. HEK293T ELG1-luciferase reporter, luminescence, 16 h; note: % of control where 0% means no effect; nearly all actives have a fitted effect of over 60% in size
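After overnight (16 hr) compound treatment at 37 °C, ELG1-luciferase HEK293T cells were lysed with ONE-Glo; luminescence quantified 30 min later at room temperature.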
BRCA1 expr act = increases BRCA1 expression; MCF7-BRCA1-FFLuc reporter, luminescence, 48 h; response scale: scaled: vehicle 0%, 10 µM genistein 100%; Potency, µM (top dose mostly 46.1 µM), for the others: at the top dose activation, most hits filed as activators; 1.1% of 380,000 active; note: nearly all actives have a fitted effect of over 80% in size; some results filed as inactive show a strong effect at the top dose
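Luminescence from a BRCA1-driven firefly luciferase in MCF7 cells was the read-out, taken 15 min after substrate addition following 48 h compound exposure at 37 °C. Data were normalized to a 10 microM genistein control and DMSO vehicle.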
Rab9 prom act = Rab9 promoter activation. AID 485297. 2.8% of 320,000 active. Potency, µM (titrated, usually from 9.22 µM), for the others: at the top dose activation, negative = inhibition, most hits filed as activators. Huh7 Rab9 promoter-luciferase reporter, luminescence, 24 h; note: % of control where 0% means no effect; nearly all actives have a fitted effect of over 60% in size
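Measured in stably transfected Huh7 cells bearing a Rab9 promoter–luciferase construct: 24 h compound treatment at 37 °C, followed by luminescence detection.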
MBNL1 CUG block = blocks human MBNL1 binding to CUG repeat RNA | TR-FRET MBNL1-His/biotin-(CUG)12 binding, 665/545 ratio | Potency, µM (titrated, usually from 57.5 µM), inactives show at the top dose activity change, negative = inhibition, most hits filed as inhibitors | 0.036% of 280,000 active | AID 2675; active = well fitted inhibition curve with a large enough effect in the signal ratio, with a control signal flat, not every such curve was filed as active; inconclusive = small, poorly fitted or top-dose-only effect, or effect the other way, or a change in a side signal; inactive = no such curve, though single readings can be large or run the other way; the % refers to the signal ratio; note: % is set by controls: 0 for no effect and ±100 for the full control effect
Target sequence (Q9NR56 whole entry, looked up): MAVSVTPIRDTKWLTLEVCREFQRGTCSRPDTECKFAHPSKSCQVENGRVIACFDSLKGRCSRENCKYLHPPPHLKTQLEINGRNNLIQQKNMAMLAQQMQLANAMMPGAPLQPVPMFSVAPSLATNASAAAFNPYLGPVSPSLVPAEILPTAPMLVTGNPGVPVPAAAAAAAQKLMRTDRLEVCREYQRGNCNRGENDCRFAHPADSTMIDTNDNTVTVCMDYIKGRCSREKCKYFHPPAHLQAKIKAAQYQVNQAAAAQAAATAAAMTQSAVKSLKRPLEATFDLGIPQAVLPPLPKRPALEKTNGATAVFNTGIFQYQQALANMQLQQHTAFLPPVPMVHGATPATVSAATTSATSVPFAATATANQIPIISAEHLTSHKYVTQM
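Ratiometric TR-FRET (665 over 545 nm, excitation 340 nm) tracks disruption of MBNL1-His/biotin-(CUG)12 complex after 60 min at room temperature, with compounds at 92 nM to 58 uM final.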
* hit, by the source's call; ? = inconclusive; . = no result given; & = joins results of further samples; [ ] = dose if it differs, or a comment. Unless noted, calls come from the whole dose curve; as a rule, active = well fitted curve in the direction sought with a large enough effect; inconclusive = small, poorly fitted or top-dose-only effect, or another doubt; inactive = no such curve, though single readings can be large; an effect the other way counts as inactive or inconclusive. Potency is the fitted concentration of half-maximal effect. Rows are unselected; overall some 13% were active at least once.

SMILES	uPA surface inh	VP16 counter	FLuc modulator	RORg inh	p53 reactivation	NPC1 promoter act	ELG1 genotox	BRCA1 expr act	Rab9 prom act	MBNL1 CUG block
Cc1ccc(CC(=O)Nc2ccncc2)cc1	-29%	-3%	2%	4%	-1%	-26%	1%	-11%	-34%[inhibitor]	-8%
CC1=NN(C(=O)COc2ccccc2)C(O)(c2cccnc2)C1 (stereo unspecified)	2%	0%	-4%	5%	-1%	-3%	1%	-14%	-1%	0%
COc1ccc(NC(=O)c2cc(S(=O)(=O)N3CCOCC3)cs2)cc1	-4%	-5%	0%	-8%	2%	0%	0%	-31%	0%	22%
CCN(CC)CCNC(=O)c1ccc(NC(C)=O)cc1	22%&8%	1%&3%&9%	2%&3%	-6%&-9%&2%	3%&0%	11%[46.1 µM]	5%&3%	-18%&-2%	5%[46.1 µM]	-15%&-1%
O=C(O)c1ccc2oc(SCC(=O)N3CCCCC3)nc2c1	1%	-20%	17µM*	?	5%	3.5µM*	?	7.1µM*	2.5µM*	?
O=C(COc1ccc2c(c1)OCO2)Nc1nccs1	-1%	?	1.7µM*	10µM*	18%	0.4µM*	2.3µM*	3.2µM*	0.45µM*	-1%
CC(/C(O)=C(\C#N)c1nc2ccccc2n1C)N1C(=O)c2ccccc2C1=O (stereo unspecified)	.	4%	1%	?	-2%	-1%	-2%	.	0%	-2%
O=C(NC(=S)NC(CO)Cc1ccccc1)c1ccc(F)cc1 (stereo unspecified)	-1%	?	0%	11µM*	7%	1.3µM*	?	?	4µM*	-6%
COc1ccc(NC(=O)CN2CCC(C(N)=O)CC2)cc1	-1%	-3%	1%	0%	-2%	-2%	-3%	-7%	0%	-7%
COc1ccc(CNC(=O)CSc2nccn(-c3ccc(F)c(F)c3)c2=O)cc1	10%	.	0%	.	8%	6%	0%	-15%	-2%	.
CCC1Nc2ncnc(N3CCN(c4ccccc4)CC3)c2N(Cc2ccc(OC)cc2)C1=O (stereo unspecified)	-7%	.	-2%	.	-5%	1%	-1%	-5%	-1%	.
COc1ccc(C2CC(c3ccc(OC)cc3)n3nc(NC(=O)c4ccco4)nc3N2)cc1 (stereo unspecified)	2%	16µM*	-2%	6.3µM*	-9%	-2%	-3%	-28%	0%	3%

Single values from the results shown:
FLuc modulator with Cc1ccc(CC(=O)Nc2ccncc2)cc1 = 2%
RORg inh with COc1ccc(C2CC(c3ccc(OC)cc3)n3nc(NC(=O)c4ccco4)nc3N2)cc1 (stereo unspecified) = 6.3µM*

Additional structures follow:
SMILES	uPA surface inh	VP16 counter	FLuc modulator	RORg inh	p53 reactivation	NPC1 promoter act	ELG1 genotox	BRCA1 expr act	Rab9 prom act	MBNL1 CUG block
COc1ccc(CNC(=O)Cn2nc(Cc3cccnc3)c3ccccc3c2=O)cc1	5%	4%	-1%	-17%	-5%	0%	-1%	2%	5%	2%
O=S(=O)(c1ccc(N2CCN(S(=O)(=O)c3ccc4c(c3)OCCO4)CC2)nc1)N1CCCC1	-6%	10%	9%	?	-6%	-6%	-6%	-53%	1%	?
COC(=O)c1ccc(NC(=S)NC2CC2)cc1	8%	27%	-9%	?	0%	-2%	-4%	13%	0%	-11%
O=C(NC(=S)NCCCN1CCOCC1)c1ccc([N+](=O)[O-])cc1	0%	0%	3%	-10%	-1%	2%	-1%	0%	1%	?
O=C1C=C(c2ccc(-c3ccccc3)cc2)C[C@@H](c2ccc(Cl)cc2)C1	-3%	.	-5%	.	?	-13%	0%	-8%	9%	.
CC(=O)Nc1cc(-c2nc3ccccc3o2)ccc1Cl	27%	16%	17µM*	?	.	15%	?	0%	?	-3%
CCCN(CCC)Cc1cc2ccccc2c2c1COC2	15%	12%	8%	0%	-2%	3%	3%	-20%	9%	8%
S=C(N/N=C/c1ccc2ncccc2c1)Nc1cccnc1	-24%	?	6.7µM*	4.5µM*	-7%	-12%	-6%	-19%	-5%	?
Cc1c(C(=O)N(Cc2ccccc2)C(C)C)cnn1-c1ccccc1	8%	17%	-1%	-1%	-3%	-2%	-6%	-3%	-1%	12%
Cc1cccc(CCNS(=O)(=O)c2ccc(S(=O)(=O)N3CCCCC3)cc2)c1	.	-6%	1%	-19%	0%	-3%	-3%	1%	-10%	-2%
Cc1cc(C(=O)CN2C(=O)C(=O)N(Cc3ccco3)C2=O)c(C)n1CCc1ccccc1	-10%	.	5%	.	21%	1%	0%	-59%	?	.
COc1cc(NC(=S)N2CCC(C(N)=O)CC2)cc(OC)c1	1%	0%	-3%	-5%	1%	-6%	0%	-18%	-5%	-20%
CC(C)c1cc(C(=O)N2CCCC(Nc3ccc(F)cc3)C2)n[nH]1 (stereo unspecified)	7%	6%	-3%	26%	18%	0%	1%	2%	-1%	-4%
CCc1nc(Nc2ccccc2)c2oc3ccccc3c2n1	-9%	4%	?	-36%	3%	-1%	-1%	-2%[1.84 µM]	0%	10%
CCCC(=O)NC(=S)Nc1cccc(NC(=O)c2ccccc2Cl)c1	-14%	?	?	?	-2%	1%	-3%	-46%	2%	.
Cc1ccc(NC(=O)c2ccc(CSc3ccccn3)cc2)cc1	-3%	-11%	?	14%	7%	?	1%	61%	?	-2%
Oc1ccc(Cl)cc1-c1cc(C(F)(F)C(F)F)nc(-c2ccccc2)n1	-4%	5%	-2%	-10%	-5%	0%	-13%	-47%	-9%	0%
O=C1COc2ccccc2CN1	-3%	-1%	4%	6%	2%	2%	0%	3%	3%	-2%
COCCn1c(SCc2nnc(-c3ccc(OC)c(OC)c3)o2)nnc1-c1ccncc1	1%	3%	-2%	-16%	-5%	-1%	-8%	9%	-7%	1%
O=C(O)C1C2C=CC(C2)C1C(=O)NCc1ccccn1 (stereo unspecified)	.	-10%	6%	-17%	4%	-2%	2%	.	-2%	13%
COC(=O)c1ccncc1C(=O)Nc1ccc(OC)cc1	2%	0%	-2%	-3%	5%	-5%	0%	-4%	-4%	?
COc1ccc(C(=O)N2CCN(S(=O)(=O)c3ccc(Cl)cc3)CC2)cc1OC	-1%	6%	0%	27%	-4%	1%	-1%	-12%	-3%	-7%
CCN(CCCNC(=O)C1CCN(C(=O)c2cc3sccc3n2C)CC1)Cc1ccccc1	-14%	2%	2%	-1%	-12%	1%	2%	-1%	-9%	0%
O=C(/C=C(\c1ccccc1)n1cncn1)c1ccccc1	-1%	-1%	2%	3%	-17%	-9%	-1%	4%	-2%	-10%[11.5 µM]
O=C(CSc1nc(-c2ccccc2)c(-c2ccccc2)[nH]1)NCC1CCCO1 (stereo unspecified)	-1%	-4%	?	-1%	-3%	1%	-6%	-9%	1%	0%
O=C(c1coc(=O)c(Br)c1)N1CCCc2ccccc21	-4%	?	?	1%[10 µM]	28%	-1%	?	-18%	3%	?
CCOC(=O)[C@H]1[C@H]2COc3ccc(OC)cc3[C@@H]2N2C(=O)CN(Cc3ccc(Cl)cc3)C(=O)[C@@]12C	3%	.	-2%	.	-11%	-4%	0%	-22%	3%	.
CSc1nc(N(C)C)nc(N(C#N)CCOC(C)=O)n1	-11%	3%	-2%	0%	?	-5%	3%	-14%	4%	-2%
CCOc1ccc(NS(=O)(=O)c2ccc3[nH]c(=O)c(=O)[nH]c3c2)cc1	2%	5%	-12%	23%	6%	0%	1%	0%	1%	1%
CC(C)(C)C1CCC(C(=O)NNC(=O)c2ccncc2)CC1 (stereo unspecified)	3%	.	5%	.	-3%	-1%	0%	-22%	0%	.
CCOC(=O)C1=C(C)NC2=C(C(=O)CC(c3ccc(OC)c(OC)c3)C2)C1c1ccc(C)o1 (stereo unspecified)	-1%	-7%	2%	-24%	1%	0%	-1%	-36%	?	17%
Cc1ccc2nc(/C(C#N)=N/O)[nH]c2c1	4%	-1%	13µM*	?	20%	8%	-4%	-40%	-9%	9%
CN1CCc2c(sc3c2C(=O)NC(c2ccc4c(c2)OCO4)N3)C1 (stereo unspecified)	3%	?	2%[2.3 µM]	-1%	20%	1%	0%	-22%	-4%	?
O=C(Cn1nnc2ccccc21)Nc1ccc([N+](=O)[O-])cc1	1%	-2%	1%	-18%	0%	-2%	2%	11%	-1%	27%
CCCNC(=S)Nc1ccc(Nc2ccccc2)cc1	-4%	16µM*	0%	5µM*	3%	9%	-2%	2%	6%	-1%
CCNC(=O)CC1C(=O)N(c2ccc(C)cc2)C(=O)N1CCC(C)C (stereo unspecified)	6%	3%	0%&0%	0%	-2%	1%	-2%	-11%	-3%[1.84 µM]	-8%
CCn1c(SCc2ccc(F)cc2)nnc1-c1nn(-c2ccccc2)ccc1=O	0%	1%	0%	0%	2%	-5%	-4%	-15%	-2%	-8%
Cc1cccc(N2CCN(C(=S)c3ccccc3)CC2)c1	1%	1%	-6%	10%	11%	13%	-5%	-15%	?	-10%
COc1cc(-c2nnc(SCc3ccccc3Cl)o2)cc(OC)c1OC	-9%	.	4%	10%[0.365 µM]	-23%	-7%	?	-41%	-8%	3%
Cn1c(SCc2ccc(F)cc2Cl)nc2ccccc2c1=O	-3%	.	-11%	.	14%	-14%	-5%	-24%	-16%	.
CS(=O)(=O)Nc1ccccc1C(=O)Nc1ccc2c(c1)OCCO2	1%	-3%	12µM*	34%	8%	0%	?	19%	2%	5%
